# AID2073 = inhibitors of Mint1-CaV2.2 protein interaction, biochemical, HTRF (AID 2073). one-dose inhibition, % at 20 µM; IC50 in µM for titrated hits. hit rate 0.19% among 290,000. HTRF protein-protein interaction, Mint1-CaV2.2; higher % means a stronger effect; in the data active means inhibition mostly above about 51%, no sharp cut-off; inconclusive means no clear call, values can overlap the other calls; inactive means mostly below about 53%; further: some results filed as inactive read as strong as hits
# NS5 inhibitors = flavivirus cap methylation enzyme inhibition – biochemical, confirmation dose response, primary screen (AID 588689) | one-dose inhibition, % at 25 µM; IC50 in µM for titrated hits | Dengue-2 NS5 methyltransferase capping enzyme assay, biochemical; higher % means a stronger effect | hit rate 0.3% among 340,000; in the data active means a potency from the dose series; inconclusive means inhibition above about 29% without an active follow-up result
# HIV fusion peptide = inhibitors of HIV fusion peptide binding, primary screen, biochemical, uHTS, fluorescence dequenching (AID 1986); cell-free peptide binding, fluorescence dequenching, 30 min; higher % means a stronger effect; inhibition, % at 20 µM, or IC50 in µM where a hit was titrated; hit rate 0.3% among 290,000; in the data active means inhibition mostly above about 52%, no sharp cut-off; inactive means mostly below about 76%; further: some results filed as inactive read as strong as hits
# Lipid droplet = hepatic lipid droplet formation modulation; AML12 mouse hepatocytes, oleate lipid droplets, BODIPY imaging; inhibition, % at 6.5 µM; hit rate 0.4% among 240,000;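 active means lipid droplet intensity inhibited by at least 50%, with more than 500 cells counted; inconclusive means wells with under 300 cells, treated as cytotoxic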
#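 Material – mouse AML12 hepatocyte cell line, fixed after treatment · Compound dosing – one dose, 6.5 µM compound · Times – compound with oleate, overnight · Measured by – Image-based BODIPY and DAPI two-channel analysis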
# Myeloid diff 2 = compounds promoting myeloid differentiation. calls only at 10 µM. ER-HoxA9 myeloid progenitors, lysozyme-GFP differentiation, flow cytometry. AID 624256. hit rate 1% among 360,000;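 active means normalized GFP-positive differentiation at or above the plate's own cutoff, the solvent-only control mean plus 3 SD; inconclusive means no clear call, values can overlap the other calls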;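 further: cells exposed to compound for four days before flow analysis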
# LYP phosphatase = PTPN22 lymphoid phosphatase activity blockers – biochemical, fluorescence intensity, uHTS (AID 1779); recombinant LYP phosphatase, fluorescence intensity; higher % means a stronger effect; inhibition, % at 11.5 µM, or IC50 in µM where a hit was titrated; hit rate 0.054% among 290,000;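 further: plate controls were vehicle with enzyme for no effect and no enzyme for full effect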
# XIAP antagonists = XIAP antagonists, biochemical, IAP family, fluorescence polarization (AID 1018). XIAP BIR domain, fluorescence polarization peptide displacement; higher % means a stronger effect. one-dose displacement, % at 20 µM; IC50 in µM for titrated hits. hit rate 0.007% among 200,000; in the data active means displacement above about 50%; further: a part of the inactive calls stands beside numbers as strong as those of hits
# Siah-1 displacement = blockers of Siah-1 interaction with plectin peptide – biochemical, fluorescence polarization, rhodamine-plectin, uHTS, primary screen (AID 1817); Siah-1 / rhodamine-plectin peptide fluorescence polarization; higher % means a stronger effect; one-dose displacement, % at 20 µM; IC50 in µM for titrated hits; hit rate 0.02% among 290,000;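 active means displacement of at least 50% at 20 µM, with a fluorescence ratio check between 0.3 and a set limit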;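 further: plate controls were Siah plus tracer with DMSO for no effect and tracer alone without Siah for full effect; strong numbers were not always called active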
# HEK293 NOD2/NF-kB = NOD2 signaling inhibitors, cell-based, luminescence, uHTS, HEK293 (AID 1566); inhibition, % at 4 µM, or EC50 in µM where a hit was titrated; HEK293 NOD2/NF-kB luciferase reporter, luminescence; higher % means a stronger effect; hit rate 0.63% among 290,000; further: many of its hits are not listed in these tables
# Lipid droplet cells 6.5 µM = further read-out of Lipid droplet, marked with its call; cell count; measured here: cell count, cytotoxicity flag;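 cells counted across two imaged fields per well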
# NS5 inhibitors pilot replicate = also measured in NS5 inhibitors; calls as there; inhibition, %; measured here: pilot screen replicate inhibition
# Myeloid diff 2 GFP+ MAC1+ % = recorded beside Myeloid diff 2, whose call it bears; GFP+ MAC1+ double positive, %; measured here: differentiation confirmed by MAC1 staining
# * = called active by the depositor; i = inactive; ? = inconclusive; nt = no result given; + = active, no number. Unless noted, no stated cut-off is given here; in the data, active means inhibition above about 50%; inactive means the rest. This is a subset; rates above refer to the full screens.
SMILES,AID2073,NS5 inhibitors,HIV fusion peptide,Lipid droplet,Lipid droplet cells 6.5 µM,Myeloid diff 2,Myeloid diff 2 GFP+ MAC1+ %,LYP phosphatase,XIAP antagonists,Siah-1 displacement,HEK293 NOD2/NF-kB,others
Cc1ccc(S(=O)(=O)N2CCSC2)cc1C,3%,-1%,-2.0%,3,742,i,1.0,-6%,-3.3%,1%,8%,
CC12CCC(C(=O)NC3CCCC3)(CC1=O)C2(C)C (centres undefined),-8%,2%,0.9%,-3,750,i,5.4,-5%,2.5%,1%,2%,
CCOC(=O)c1c(C)[nH]c(C)c1S(=O)(=O)NCCN1CCN(c2cc(Cl)ccc2C)CC1,8%,-2%,-0.2%,-36,626,?,nt,-2%,nt,1%,-40%,
Cc1c(Cl)cccc1NC(=S)Nc1ccccn1,23%,-6%,0.8%,2,739,i,0.0,-5%,-2.0%,4%,2%,
Cc1ccc(CNC(=O)C2CC(=O)N(CCC(C)C)C2)cc1 (centres undefined),2%,-1%,-1.0%,8,757,i,0.9,-4%,-3.8%,4%,2%,
Cn1c(=O)c(=O)n(C)c2cc(S(=O)(=O)N3CCCC3C(=O)Nc3ccccc3F)ccc21 (centres undefined),9%,4%,-0.7%,6,800,i,0.8,-9%,nt,5%,19%,
COc1cccc2cc(C(=O)NCc3ccc(Cl)cc3)c(=O)oc12,24%,1%,-0.2%,4,816,i,1.4,2%,nt,5%,14%,
CCOC(=O)c1ccc(NC(=O)CCS(=O)(=O)c2ccc(Br)s2)cc1,8%,-3%,0.8%,0,736,i,1.1,-1%,-7.0%,0%,12%,
CCOC(=O)Cc1nnc(NC(=O)C23CC4CC(CC(C4)C2)C3)s1,-10%,-2%,-0.8%,-20,730,i,0.8,0%,nt,-1%,3%,
O=C(CC(=O)Nc1ccc(Cl)cc1Cl)Nc1ccc(Cl)cc1Cl,-3%,-1%,2.3%,-25,675,i,0.9,-8%,nt,4%,5%,
O=C(c1cc2nc(-c3ccc(F)cc3)cc(C(F)(F)F)n2n1)N1CCOCC1,-8%,2%,0.0%,nt,nt,i,0.0,-7%,2.9%,-2%,-1%,
CCOc1ccc(-n2c(=S)sc3c(=O)[nH]c(SCC(=O)N4CCC(C)CC4)nc32)cc1,-20%,8%,31%,-6,788,i,1.5,14%,-2.9%,0%,11%,
CCC(CC)NC(=O)c1n[nH]c(=O)c2ccccc12,9%,0%,-0.6%,nt,nt,i,0.7,-10%,-1.8%,-7%,10%,
O=C(Cc1ccc(-n2c(=O)[nH]c3ccsc3c2=O)cc1)N1CCN(c2ccc(Cl)cc2)CC1,4%,2%,-2.5%,1,638,+,2.7*,-2%,-6.0%,5%,-43%,
Cc1ccc2nc(SCC(=O)Nc3ccc4c(c3)OCCO4)[nH]c2c1,0%,1%,-1.3%,9,794,i,3.4,-6%,-4.1%,4%,10%,
O=C(Nc1ccccc1NC(=O)c1ccc(F)cc1)c1ccc(F)cc1,-11%,-7%,3.0%,nt,nt,i,0.7,-9%,nt,13%,3%,
C#CC(CC)(CC)NC(=O)NC1CCCCC1,-7%,-8%,0.8%,-10,670,i,0.9,-9%,-3.0%,4%,19%,
Cc1cccc(-n2nc3c(c2NC(=O)c2cc4ccccc4o2)CS(=O)(=O)C3)c1,5%,-5%,-0.8%,2,701,i,2.4,3%,nt,3%,17%,
CNc1ccccc1C(=O)OC,7%,2%,-1.2%,0,672,i,3.0,-6%,nt,2%,-4%,
CCOP(=O)(OCC)/C(C#N)=C/c1c[nH]c2ccccc12,3%,-3%,0.9%,5,698,i,0.2,-2%,nt,17%,13%,
O=C(CCCc1ccccc1)NCCN1CCOCC1,7%,-7%,2.5%,nt,nt,i,1.3,-16%,-1.1%,-2%,-7%,
CCCOc1ccc(N2C(=O)CC(NCc3ccncc3)C2=O)cc1 (centres undefined),-8%,-4%,1.8%,1,743,i,0.1,-6%,-4.3%,-1%,8%,
Nn1c(SCC(=O)Nc2nc3ccccc3s2)nncc1=O,-4%,1%,2.2%,?,nt,i,0.1,-1%,-3.6%,-1%,12%,
CCC1=C(OC(=O)N(CC)CC)N2C(=O)OC(=NCC(=O)OC)[C@]2(Cc2ccccc2)[C@H]2C1=CC[C@H]1C(=O)N(CC(=O)OC)C(=O)[C@H]12,37%,-1%,1.3%,32,708,i,1.7,-4%,nt,10%,25%,
CC(C)(C)C(=O)N1CCC[C@H]1C(O)(c1ccccc1)c1ccccc1,0%,2%,1.6%,-17,739,i,0.7,3%,-8.5%,0%,-4%,
SMILES,AID2073,NS5 inhibitors,HIV fusion peptide,Lipid droplet,Lipid droplet cells 6.5 µM,Myeloid diff 2,Myeloid diff 2 GFP+ MAC1+ %,LYP phosphatase,XIAP antagonists,Siah-1 displacement,HEK293 NOD2/NF-kB,others
CC(C)n1cc([C@@H]2C[C@H]3CN(Cc4cccc(Cl)c4)C(=O)[C@]34CCCN24)cn1,-11%,-3%,0.7%,0,711,i,0.4,-6%,3.2%,-5%,12%,
CCCOC(=O)C1[C@H]2C(=O)N(C(C)c3ccc(OC)cc3)C[C@]23C=C[C@H]1O3 (some centres undefined),9%,4%,0.5%,nt,nt,i,0.6,-4%,-6.7%,-3%,-19%,
CCN(CC)P(=O)(Nc1ccc(SC(F)F)cc1)c1ccc(N(C)C)cc1NC(=O)c1ccco1 (centres undefined),25%,-10%,-1.4%,2,669,i,1.6,13%,-5.7%,5%,-88%,
N#CC1(NC(=O)COC(=O)CCN=C2NS(=O)(=O)c3ccccc32)CCCCC1,2%,-3%,0.5%,0,842,i,0.5,-10%,nt,3%,-4%,
O=C(NCC1COc2ccccc2O1)C1C2C=CC3(CN(Cc4cccs4)C(=O)C13)O2 (centres undefined),-3%,-13%,-1.8%,nt,nt,i,0.3,-8%,0.3%,2%,9%,
CC(=O)c1cn(CC(=O)NCc2cccnc2)c2ccccc12,18%,-3%,0.8%,3,727,i,4.1,2%,-12%,0%,-3%,
COc1ccccc1NC(=O)C(C)OC(=O)C1CC(=O)N(c2ccc3c(c2)OCCO3)C1 (centres undefined),-4%,-1%,1.1%,7,798,i,0.8,-11%,nt,13%,7%,
COC(=O)c1cn(Cc2c(C)cc(C)cc2C)nn1,8%,-8%,-0.8%,-13,702,i,0.3,-6%,-3.1%,1%,1%,
CC(C)(CNS(=O)(=O)c1ccc2c(c1)OCCO2)N1CCOCC1,5%,-15%,2.0%,2,665,i,0.6,-6%,-5.0%,1%,8%,
COC(=O)C1CN(S(=O)(=O)c2cc(OC)ccc2OC)CCS1 (centres undefined),-5%,-9%,-1.4%,3,755,i,0.3,-2%,nt,-2%,-7%,
Cc1c(S(=O)(=O)Nc2ccc(Oc3ccccc3)cc2)c(=O)n(C)c(=O)n1C,2%,-2%,0.7%,-9,853,i,0.5,-10%,nt,8%,8%,
COc1cc(C2c3sc(=O)[nH]c3SC3C(=O)N(c4ccc(C)cc4)C(=O)C32)ccc1O (centres undefined),-42%,10%,40%,2,751,i,0.4,-1%,nt,6%,-4%,
CCc1ccc(C(=O)NNc2ccccc2F)cc1,-32%,-8%,0.3%,4,719,i,0.6,-2%,nt,-3%,-49%,
N#CCSc1nnc(Cc2ccc3c(c2)OCO3)o1,-2%,-3%,8.8%,nt,nt,i,0.9,4%,3.8%,1%,-12%,
CCN(CC)CCNC(=O)CS(=O)Cc1nc(-c2ccc(Cl)cc2)oc1C (centres undefined),9%,-7%,2.5%,nt,nt,i,0.3,-10%,-3.1%,-1%,28%,
CCOC(=O)C(C)On1c(-c2cccc(Cl)c2)nc2ccc([N+](=O)[O-])cc21 (centres undefined),0%,-4%,-2.1%,-3,723,i,0.5,3%,-1.9%,-2%,-23%,
CN(Cc1ccccn1)C(=O)c1ccc2nc(Cc3cccc(Cl)c3)oc2c1,6%,-1%,-0.7%,-15,643,?,nt,-6%,nt,10%,7%,
O=C(CCNC(=O)C1CCN(S(=O)(=O)c2ccccc2)CC1)NCc1ccc(Cl)cc1,-1%,0%,1.3%,-2,672,i,3.5,-5%,nt,10%,5%,
CCC1CC(CSC(=N)N)OC1=O (centres undefined),1%,nt,-0.5%,2,666,i,0.4,-2%,nt,12%,11%,
CC(C)CC(=O)NC(=S)Nc1ccc(N2CCOCC2)c(Cl)c1,1%,nt,-1.4%,-4,652,i,0.5,-3%,-5.3%,1%,10%,
COc1cc(-n2c(C)nc3cc(C(=O)O)ccc32)cc(OC)c1OC,26%,-6%,-1.1%,4,738,i,0.2,-9%,-9.5%,1%,-3%,
O=c1c2ccccc2nc2c3ccccc3c3nncn3n12,19%,4%,-1.3%,nt,nt,?,nt,-3%,-1.1%,2%,12%,
COC(=O)[C@H](C)NC(=O)COc1ccccc1,3%,-1%,-0.9%,10,744,i,1.6,-4%,-3.3%,0%,-4%,NS5 inhibitors pilot replicate=-2.4
Cc1cc(Oc2ccccc2)nc(N2CCOCC2)n1,3%,-6%,1.6%,3,778,i,0.5,-7%,-9.9%,0%,14%,
COc1ccc(C(=O)C[n+]2ccc3ccccc3c2C)cc1,18%,18%,10%,21,695,i,0.7,-1%,nt,2%,-9%,
COc1ccc(N(C(C)=O)S(=O)(=O)c2cccc3cccnc23)cc1,-2%,-6%,1.7%,-4,592,i,0.7,-8%,-1.8%,5%,-1%,
Cc1nn(C)cc1S(=O)(=O)N1CCN(c2ccc(F)cc2)CC1,-5%,1%,1.4%,-4,641,i,0.3,-8%,nt,0%,-20%,
Cc1cc(C)cc(-n2cnc3cc(C(=O)O)ccc32)c1,2%,-4%,-0.4%,nt,nt,i,0.9,-1%,-1.5%,3%,-24%,
O=C(c1ccc(S(=O)(=O)N2CCOCC2)cc1)N(c1cccc(Cl)c1)C1C=CS(=O)(=O)C1 (centres undefined),-2%,-9%,-2.0%,31,663,i,0.3,-4%,-4.2%,5%,4%,
CCn1c(C(O)c2ccc(C)cc2)nc2ccccc21 (centres undefined),-4%,5%,0.6%,nt,nt,i,0.4,-10%,-3.8%,1%,-5%,
